Assay outcomes deposited in PubChem by several laboratories.
FXN GAA850 act – frataxin GAA850 promoter activation; HEK293 lucGAA850 FXN promoter luciferase reporter, 24 h; percent of 10 µM SAHA response; activation, % at 6 µM; actives 0.56% (n = 360,000);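 active = activation above the average of all compounds screened plus 3 SD, cutoff fixed separately per campaign, cut at about 7.5% in these data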;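 also: 0% = DMSO wells and 100% = 10 µM SAHA wells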
GC-A act – GC-A (human) enzyme activation | AID 1671463 | HEK293 GC-A cells, cGMP TR-FRET, EC30 ANP; 0% at EC30 ANP, 100% saturating ANP | activation, % at 10 µM | P16066 | actives 0.14% (n = 370,000); in the data active = activation above about 40%
GC-B act – GC-B (human) receptor activation | P20594 | HEK293-GC-B cells, CNP EC30, cGMP TR-FRET; 0% at EC30 CNP, 100% saturating CNP | activation, % at 10 µM | actives 0.11% (n = 370,000);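 active = activation at 10 µM reaching about 35% in either raw or pattern-adjusted values, limit read from the data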
HGIII-sPLA2 inh – Inhibits HGIII-sPLA2 liposome hydrolysis, primary screen. Q9NZ20. QFRET BODIPY PC-A2 liposome hydrolysis, fluorescence. inhibition, % at 12.2 µM. actives 0.56% (n = 370,000);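 active = inhibition above mean plus 3 SD of compounds lying within the high and low control bounds, cut at about 19% in these data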;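 also: 0% = median of test compound wells and 100% = no enzyme DMSO wells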
Target sequence (Q9NZ20 whole entry, looked up): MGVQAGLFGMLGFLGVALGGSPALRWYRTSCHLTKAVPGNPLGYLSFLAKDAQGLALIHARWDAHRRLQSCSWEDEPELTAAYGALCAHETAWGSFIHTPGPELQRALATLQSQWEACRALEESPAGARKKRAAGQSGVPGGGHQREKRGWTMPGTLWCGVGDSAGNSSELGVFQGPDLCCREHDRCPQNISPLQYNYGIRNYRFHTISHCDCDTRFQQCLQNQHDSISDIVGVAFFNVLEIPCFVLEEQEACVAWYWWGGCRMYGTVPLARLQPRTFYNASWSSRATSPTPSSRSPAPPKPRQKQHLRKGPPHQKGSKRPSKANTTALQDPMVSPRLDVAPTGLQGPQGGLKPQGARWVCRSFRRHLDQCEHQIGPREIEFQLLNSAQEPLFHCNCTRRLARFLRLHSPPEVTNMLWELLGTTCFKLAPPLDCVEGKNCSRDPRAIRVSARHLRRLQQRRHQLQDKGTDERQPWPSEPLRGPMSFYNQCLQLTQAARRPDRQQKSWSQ
DAX1 inh-1 – DAX1 (NR0B1) inhibition, primary screen; HEK293T StAR-luciferase reporter, SF-1/DAX-1 repression relief; inhibition, % at 6.8 µM; actives 1.1% (n = 370,000); AID 652010;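 active = inhibition above the mean over all tested compounds plus 3 SD, cut at about 3.6% in these data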;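 also: 0% = DAX-1 cells with DMSO and 100% = cells lacking DAX-1 with DMSO; higher inhibition means more luminescence from relief of DAX-1 repression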
ADAM10 inh – inhibitors of human ADAM10. O14672. recombinant ADAM10, EDANS/DABCYL FRET peptide cleavage, 3 h. inhibition, % at 7 µM. actives 0.62% (n = 370,000);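 active = inhibition above a per-campaign cutoff equal to the mean of compounds falling between control-based bounds plus 3 SD, cut at about 20% in these data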;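 also: 0% = DMSO wells while the 100% control is not disclosed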
Target sequence (O14672 214-748 limits assumed): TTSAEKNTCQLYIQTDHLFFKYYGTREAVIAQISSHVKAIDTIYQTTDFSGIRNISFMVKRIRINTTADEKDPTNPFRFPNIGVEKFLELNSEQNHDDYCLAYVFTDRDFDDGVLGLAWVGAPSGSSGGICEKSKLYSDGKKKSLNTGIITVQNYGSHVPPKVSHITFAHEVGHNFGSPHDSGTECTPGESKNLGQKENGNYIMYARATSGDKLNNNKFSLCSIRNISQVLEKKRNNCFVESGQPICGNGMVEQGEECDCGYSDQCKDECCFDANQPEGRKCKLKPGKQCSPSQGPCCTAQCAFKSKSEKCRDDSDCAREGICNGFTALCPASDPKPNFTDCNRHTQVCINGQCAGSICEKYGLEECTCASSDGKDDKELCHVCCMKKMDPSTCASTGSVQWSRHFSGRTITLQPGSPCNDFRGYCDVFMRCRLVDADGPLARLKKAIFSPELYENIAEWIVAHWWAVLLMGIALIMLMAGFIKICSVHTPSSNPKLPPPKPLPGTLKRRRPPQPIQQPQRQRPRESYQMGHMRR
ssDAF12 agonist – activators of S. stercoralis DAF-12 nuclear receptor. AID 652126. HEK293 ssDAF-12/GRIP1 lit1-tk-luc reporter, luminescence; % of 3 µM dafachronic acid response. actives 1% (n = 370,000). activation, % at 6.8 µM;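 active = activation above the mean over all tested compounds plus 3 SD, cut at about 0.9% in these data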;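 also: 0% = DMSO-only wells and 100% = 3 µM delta7-dafachronic acid wells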
hgDAF12 agonist – agonists of H. glycines DAF-12 nuclear receptor. actives 1.8% (n = 370,000). HEK293 GAL4-hgDAF12 UAS-luciferase reporter, agonist luminescence; normalized to butyrate control. activation, % at 6.8 µM;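 active = activation above a cutoff set at the mean of all screened compounds plus 3 SD, cut at about 10% in these data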;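 also: 0% = DMSO wells and 100% = sodium butyrate wells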
hcDAF-12 act – activators of H. contortus DAF-12 nuclear receptor; activation, % at 6.8 µM; HEK293 hcDAF-12 lit1-tk-luc reporter, luminescence; 0% DMSO, 100% Δ7-dafachronic acid; actives 1.4% (n = 370,000);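 active = activation above the mean of all tested compounds plus 3 SD, cut at about 5.5% in these data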;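 also: 100% = response to 3 µM Δ7-dafachronic acid high control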
DAX1 inh-2 – inhibits human nuclear receptor DAX1 | P51843 | HEK293 Gal4-DAX1 luciferase reporter, luminescence | inhibition, % at 6.75 µM | actives 0.99% (n = 340,000) | AID 504766;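 active = inhibition above the mean over all tested compounds plus 3 SD, cut at about 4.2% in these data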;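 also: 0% = DAX1-transfected cells with DMSO and 100% = empty-vector control cells with DMSO; inhibition shows as a rise in luminescence from relieved DAX1 repression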
SMARCA2 activ – activators of SMARCA2 function. actives 1% (n = 370,000). activation, % at 9.1 µM. MG213 cells, MMTV-luciferase reporter, dexamethasone, overnight; in the data active = activation above about 7.8%;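 also: 0% = vehicle wells and 100% = reference activator wells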
* marks the source's active call; other numbers are inactive results; · = not tested or not shown.

Compound	FXN GAA850 act	GC-A act	GC-B act	HGIII-sPLA2 inh	DAX1 inh-1	ADAM10 inh	ssDAF12 agonist	hgDAF12 agonist	hcDAF-12 act	DAX1 inh-2	SMARCA2 activ
COc1cc(N=c2c([N+](=O)[O-])nn(-c3ccc4c(c3)OCCO4)n2O)cc(OC)c1	0.7	-4	-3	-7	0.1	12	-1.8	0.7	-0.5	0.6	7
COc1ccc2oc(=O)c(C(=O)Nc3ccccc3O)cc2c1	4.4	-3	1	-5	5.6*	-2	0.7	19*	6.1*	-1.2	5
CC(=O)Nc1ccc(NC(=O)C(C)OC(=O)c2c(C)nn(-c3ccccc3)c2Cl)cc1 (centres undefined)	-0.5	-6	-5	-12	-0.6	3	-1.8	-3.3	-1.8	1.5	2
COc1ccc(C(=O)NNC(=O)C(=O)N2CCCCC2)cc1OC	-0.8	1	0	7	1.3	-2	-1.1	0.4	-1.0	0.3	-3
Cc1ccccc1S(=O)(=O)NC(=NCc1ccc(F)cc1)c1ccccc1	-0.7	-5	-4	-13	0.1	12	-0.7	-2.7	0.7	-1.1	0
CC1CN(C2CCN(C(=O)c3cccc(Cl)c3)CC2)CC(C)O1 (centres undefined)	0.0	4	3	0	-0.3	-6	-0.6	-0.1	-0.5	0.2	-3
CCOC(=O)c1c(NC(=O)c2ccc(N3C(=O)C4C5C=CC(C5)C4C3=O)cc2)sc2c1CCCC2 (centres undefined)	-1.4	-2	-6	-3	0.4	-9	-2.0	-0.9	1.2	-0.3	2
CN1/C(=C\C(=O)Nc2ccc(F)cc2)C(C)(C)c2ccccc21	-0.1	-1	1	31*	-0.5	8	-1.3	-1.5	1.2	-0.9	-2
COc1ccc(NC(=O)COc2cccc3c2CCNC3=O)cc1	0.1	-1	-1	-1	0.3	1	0.3	2.5	-0.8	-0.6	1
C=CCNCCCCOc1ccc(C)cc1[N+](=O)[O-]	-0.4	1	4	11	0.7	-1	-1.0	0.9	-0.3	1.3	-3
C[C@@H](NC(=O)[C@@H]1Cc2ccccc2CN1C(=O)OC(C)(C)C)C(=O)NCc1ccco1	0.4	2	2	0	0.1	-5	-0.7	1.6	-1.7	-0.4	-2
CCc1ccc(OCc2nnc(SCc3ccc(C(=O)O)cc3)o2)cc1	0.9	-2	-1	-12	1.4	1	-2.1	-0.9	0.8	0.3	-2

Compound	FXN GAA850 act	GC-A act	GC-B act	HGIII-sPLA2 inh	DAX1 inh-1	ADAM10 inh	ssDAF12 agonist	hgDAF12 agonist	hcDAF-12 act	DAX1 inh-2	SMARCA2 activ
COC(=O)C1=C(C)N(Cc2ccc(C)cc2)C(=O)/C1=C\c1cc(OC)c(OC)c(OC)c1	0.3	5	16	-24	-0.6	-3	-2.0	-2.9	-0.7	-0.8	-1
CC(C)(C)Sc1ccc2nc3c(n2c1)CCCC3	1.9	1	1	5	0.1	-215	-1.3	-1.3	-0.9	0.7	-1
COc1ccc(/C=C/C(=O)Nc2ccccc2Cl)cc1S(=O)(=O)N1CCOCC1	2.1	2	3	-2	0.2	1	-1.5	0.6	-1.1	1.6	0
c1cc2c(cc1CN1CCN(C3CCCCCC3)CC1)OCO2	-0.4	-2	8	-1	0.0	-2	-1.5	1.6	0.6	0.8	1
Cc1ccc(C(c2sc3nc(C)nn3c2O)N2CCN(c3ccccc3F)CC2)cc1 (centres undefined)	0.7	1	-5	-8	-0.8	-9	-0.7	1.0	-3.1	1.0	-3
OCC1(Cc2cccc(C(F)(F)F)c2)CCN(Cc2cc(F)cc(F)c2)CC1	0.5	0	-5	3	-0.8	19	-1.2	0.7	0.5	-1.2	-5
O=Cc1ccc(N2N=C(c3ccccc3)CC2c2ccccc2)cc1 (centres undefined)	-0.9	-8	-6	-1	-0.8	-168	-0.8	5.0	0.4	-0.4	2
O=C(Cn1cnc2ccccc2c1=O)NCC1COc2ccccc2O1 (centres undefined)	1.6	11	-4	2	-0.2	-20	-1.1	0.0	-1.1	-1.2	-1
Cc1cccc(C)c1Nc1nnc(SCC(=O)Nc2cc(S(=O)(=O)N3CCCCC3)ccc2Cl)s1	0.5	0	4	-19	-0.6	6	-0.6	2.1	0.8	-1.3	-4
CCc1cc2c(=O)c(-c3ccc4c(c3)OCCO4)coc2cc1OS(C)(=O)=O	4.1	1	2	-16	0.9	-3	-0.4	8.0	2.1	0.2	3
CCC(=O)Nc1ccc(S(=O)(=O)N2CCc3ccccc32)cc1	1.3	-6	3	-12	-0.5	-6	-1.1	-1.3	-0.5	-0.4	-5
COc1cc(/C=N/Nc2ccccn2)cc(OC)c1O	2.1	-4	0	5	-0.7	-9	-0.6	0.8	1.8	-0.3	-2

Compound	FXN GAA850 act	GC-A act	GC-B act	HGIII-sPLA2 inh	DAX1 inh-1	ADAM10 inh	ssDAF12 agonist	hgDAF12 agonist	hcDAF-12 act	DAX1 inh-2	SMARCA2 activ
CCOC(=O)CCNC(=O)N1CCCC(Cc2ccccc2)(C(=O)OCC)C1 (centres undefined)	1.9	1	5	-1	-0.5	14	-0.7	0.4	0.3	0.2	4
CC(NC(=O)CCNC(=O)c1ccc(Br)cc1)c1ccc(-n2ccnc2)cc1 (centres undefined)	-0.2	0	-2	2	1.3	-1	-1.2	-1.9	-0.1	-1.1	-4
c1ccc(-n2c(SCc3nc(-c4cccs4)no3)nnc2-c2ccco2)cc1	-2.4	-17	-4	-35	-0.2	9	-2.0	-3.0	-1.6	0.2	-2
CN1C2Cc3c(n(C)c4ccccc34)C1CC=C2CO (centres undefined)	-0.7	1	-3	4	0.2	-4	-1.1	-1.6	-0.4	2.0	1
O=C(O)c1ccc(N=Nc2c(O)[nH]c3cc(Cl)ccc23)cc1	9.8*	8	1	3	3.7*	7	0.3	17*	4.6	6.4*	14*
S=C(NC1CCCCC1)NN(c1ccccc1)c1ccccc1	4.3	-8	0	13	-0.8	10	-1.4	-2.7	-0.2	0.0	-5
COc1ccc(S(=O)(=O)Nc2cc(C)nn2-c2ccccc2)cc1	-0.2	2	5	-5	-0.1	0	-0.6	0.6	2.7	1.9	4
Cc1ccc(NC(=O)/C(C#N)=C/c2cn(CC(=O)NCc3ccco3)c3ccccc23)cc1C	0.7	-3	-1	-1	-0.3	-15	-1.6	-2.0	-1.3	-0.2	-6
CN(Nc1cccc(Cl)c1)c1cccc(Cl)c1	2.0	-1	-5	13	-1.1	2	-0.6	-2.6	-0.6	1.0	-5
Clc1cc(Sc2ccc(Br)cc2)nnc1-c1ccccc1	0.8	2	-9	1	0.0	2	-1.1	-0.3	0.5	1.2	3
Cc1ccc(CNC(=O)CN(C(=O)N2CCN(C)CC2)S(=O)(=O)c2ccc(C)cc2)cc1	0.0	3	4	1	-0.3	-3	-0.6	4.0	0.8	0.6	-1
Nc1nc(SCC(=O)c2cc(F)ccc2F)n[nH]1	3.6	3	0	-6	0.0	-4	-1.5	-0.5	-0.7	0.2	-2

Rewritten with each value named: part of the list above.
CN(Nc1cccc(Cl)c1)c1cccc(Cl)c1
- FXN GAA850 act: 2.0
- GC-A act: -1
- GC-B act: -5
- HGIII-sPLA2 inh: 13
- DAX1 inh-1: -1.1
- ADAM10 inh: 2
- ssDAF12 agonist: -0.6
- hgDAF12 agonist: -2.6
- hcDAF-12 act: -0.6
- DAX1 inh-2: 1.0
- SMARCA2 activ: -5
Clc1cc(Sc2ccc(Br)cc2)nnc1-c1ccccc1
- FXN GAA850 act: 0.8
- GC-A act: 2
- GC-B act: -9
- HGIII-sPLA2 inh: 1
- DAX1 inh-1: 0.0
- ADAM10 inh: 2
- ssDAF12 agonist: -1.1
- hgDAF12 agonist: -0.3
- hcDAF-12 act: 0.5
- DAX1 inh-2: 1.2
- SMARCA2 activ: 3

Next section
Compound	FXN GAA850 act	GC-A act	GC-B act	HGIII-sPLA2 inh	DAX1 inh-1	ADAM10 inh	ssDAF12 agonist	hgDAF12 agonist	hcDAF-12 act	DAX1 inh-2	SMARCA2 activ
O=P(OC1CCCCC1)(OC1CCCCC1)C(O)c1ccccc1 (centres undefined)	-1.9	-13	-14	4	-0.3	4	-1.2	-1.5	-1.1	-1.2	-5
O=C(c1ccc(-n2cncn2)c([N+](=O)[O-])c1)N1CCN(S(=O)(=O)c2ccc(Cl)cc2)CC1	-1.5	3	-3	-5	-2.2	1	-0.9	-1.1	-1.1	0.1	-1
CCn1c(SCC(N)=O)nnc1-c1ccco1	0.8	1	1	1	-0.6	3	-1.1	-0.2	-1.1	0.9	-3
O=C(N[C@H](Cc1ccccc1)C(=O)NCc1ccccn1)[C@H]1O[C@@H](n2ccc(=O)[nH]c2=O)[C@H](O)[C@@H]1O	·	2	-1	4	0.1	-10	-0.7	-0.9	1.6	·	-3
COC(=O)c1cccc(N2C(=O)C(Cl)=C(N3CCOCC3)C2=O)c1	0.1	4	0	-3	-1.6	3	-1.5	1.1	-0.9	1.0	0
Cc1cc(C(=O)Nn2cnnc2)cs1	-0.3	0	2	6	-0.3	0	-2.0	-1.8	-1.2	0.1	-3
COc1ccc(C(=O)Nc2cccc(-c3ccc(N4CCOCC4)nn3)c2)cc1	-0.8	2	4	11	2.2	-9	-0.4	10	0.6	-0.7	0
CCOC(=O)c1ccc(NC(=O)CC2C(=O)N(c3ccc(F)cc3)C(=O)N2CCC(C)C)cc1 (centres undefined)	-1.4	0	-7	-47	-1.1	18	-0.9	-3.1	-0.9	0.6	-3
O=C(CN1C(=O)NC2(CCOc3ccccc32)C1=O)NCc1ccc(F)cc1 (centres undefined)	2.4	0	0	-9	1.0	-5	-1.2	-1.7	0.4	-0.1	6
COc1ccc(S(=O)(=O)N2CCC(C)CC2)cc1N(C)S(=O)(=O)c1ccccc1	-0.9	0	-3	5	-0.5	-2	-0.7	0.3	2.3	0.6	0
C=CCn1c(SCc2ccc3c(c2)OCO3)nc2scc(-c3ccco3)c2c1=O	2.8	1	3	7	1.2	7	-0.6	-0.5	-0.3	-0.3	-1
CCCC(=O)OC(C(=O)Nc1cc(C(F)(F)F)ccc1Cl)c1ccccc1 (centres undefined)	2.8	4	3	-120	-0.5	4	-1.4	-3.6	-1.1	-0.3	-1
CC(=O)C1=C(O)C(=O)N(Cc2cccnc2)C1c1ccc(C)cc1 (centres undefined)	·	4	0	-4	-0.4	5	-1.4	-0.3	1.7	·	-3

Outcome played no part in choosing rows; overall some 6.6% were active at least once.
